# Assay outcomes from PubChem.
# Growth percent in the NCI-60 one-dose screen (48 h, 10 µM unless noted): 100 = growth as untreated, 0 = no growth, -100 = all killed.
# SF-295: SF-295 CNS cancer cells; 79,000 compounds, 5.6% hits; AID 1794758
# SF-539: SF-539 CNS cancer; 81,000 compounds, 6.8% hits
# HCC-2998: HCC-2998 colon cancer; 79,000 compounds, 4.7% hits
# PC-3: PC-3 prostate cancer cells; 80,000 compounds, 3.9% hits; AID 1794754
# U251: U251 CNS tumor cells; 80,000 compounds, 5.4% hits
# SNB-75: SNB-75 CNS cancer; AID 1794750; 79,000 compounds, 5% hits
# SNB-19: SNB-19 CNS cancer cells | 81,000 compounds, 2.5% hits | AID 1794751
# SF-268: SF-268 CNS cancer cells | 82,000 compounds, 3.1% hits
# * marks the source's active call; other numbers are inactive results; nt = no result given; & = joins results of further samples. The calls were made as follows: active = growth percent below 10; inactive = the rest.
SMILES,SF-295,SF-539,HCC-2998,PC-3,U251,SNB-75,SNB-19,SF-268
COC(=O)c1nc(=S)[nH]c(C(=O)OC)c1C(=O)c1ccc(Cl)c(Cl)c1,100,102,113,106,103,93,105,111
CC1=C(C(=O)N(Cc2ccccc2)Cc2ccccc2)C(c2ccc(Cl)cc2)NC(=O)N1 (stereo not drawn),87,96,nt,62,81,nt,98,90
CNC(=O)SCc1ccc(Cl)cc1,111,102,103,100,99,94,98,120
CCCCn1c(=N)c(S(=O)(=O)c2ccccc2)cc2c(=O)n3ccccc3nc21,95,95,105,91,93,86,90,87
O=c1c2sc3ccccc3c2nc2ccccn12,106,96,106,102,98,nt,101,99
Cc1ccc(-c2cc(-c3ccc(Br)s3)[nH]c(=O)c2C#N)s1,99,100,105,105,103,89,94,99
Cc1cc(N=Nc2ccccc2)c(N)cc1N,108,85,98,102,86,81,90,94
COC(=O)CCC[C@@H]1O[C@@H](c2ccccc2)[C@@H](I)[C@H]1O,101,107,104,97,112,98,112,101
Cc1cc(C)n(-c2nc(-c3no[n+]([O-])c3C)cs2)n1,97,93,114,103,95,nt,95,97
O=C(NS(=O)(=O)c1ccccc1)n1cc(-c2ccncc2)c(-c2cc(O)cc(Cl)c2)n1,110,87,128,95,104,83,115,108
O=C(c1ccccc1)N(C(=S)NCCc1ccc(Cl)cc1)c1ccccc1,113,104,101,83,88,118,104,96
O=C(CCN1CCCCC1)c1ccc(Cl)cc1,94,100,112,92,107,89,103,104
CCn1cc(C(=O)NN=C2CCCC2)c(=O)c2ccc(C)nc21,93,96,90,86,97,86,97,93
CCOC(=O)N1CCN(c2nc(Nc3cc(C)[nH]n3)c3ccccc3n2)CC1,37,47,69,57,nt,-21*,89,43
Cc1ccc(I)c([N+](=O)[O-])c1,103,94,nt,99,113,91,99,108
N#CC1C(=O)NC(=O)C(C#N)C1CCc1ccccc1 (stereo not drawn),90,104,106,93,93,86,87,105
Nc1nc(N)c2c(n1)NC(c1ccccc1)CC(c1cccc(Nc3ccncc3)c1)=N2 (stereo not drawn),96,93,81,73,80,68,97,71
CCOP(=O)(OCC)c1nc(-c2ccccc2)oc1NCc1ccccc1Cl,102,97,100,91,94,71,92,100
CC1=NN(C(=O)c2sc3nnc(-c4ccccc4)c(-c4ccccc4)c3c2O)C(=O)C1,49,109,60,nt,72,90,61,88
O=S(=O)(Oc1ccc(-c2cn3ccoc3n2)cc1)N1CCCCC1,89,101,102,103,100,103,101,104
CCOC(=O)c1c(C)c(C(=O)OCC)n(C)c1C,87,101,110,nt,100,84,nt,94
Cc1cc(NC(=O)c2ccc3noc(-c4ccccc4)c3c2)ccc1N1CCCC1=O,112,105,105,84,85,88,96,101
Cc1ccc(C(OC(=O)C2CCc3cc(F)ccc3O2)C(=O)NC(C)(C)C)cc1 (stereo not drawn),84,84,103,68,54,64,63,72
Cc1c(CC(=O)O)c(=O)n(-c2ccccc2)n1C,96,94,106,101,100,84,103,107
Cc1cc(Cl)c2c(c1C)C(=O)N(c1ccccc1)C2C(=O)Nc1ccccc1 (stereo not drawn),98,107,108,84,100,92,96,98
COC(=O)c1nn(-c2ccccc2)c2cnc3nc(-c4ccccc4)cc-3n12,99,84,101,nt,103,94,99,100
c1ccc(C(CC2CCCCC2)c2cc3ccccc3s2)cc1 (stereo not drawn),110,107,104,101,97,105,104,100
Cc1ccc(SCCCN(C)C)cc1,105,nt,101,99,95,102,105,101
O=C(O)CCSSc1ccccc1,85,100,104,92,91,89,94,95
CCOC(=O)C(C(C)=O)c1nc2sc3cc(Cl)c(Cl)cc3n2c(=O)c1C#N (stereo not drawn),103,86,106,84,111,73,93,103
CN(C)C(=O)Cn1c(=O)[nH]c2ccccc2c1=O,100,100,103,100,107,108,96,103
CCOC(=O)c1c(Nc2ncnc3cc(OC)c(OC)cc23)sc2c1CCCC2,103,98,98,85,103,88,100,97
COc1ccc(C2=NN(C(C)=O)C(c3c(C)nn(-c4ccccc4)c3N3CCOCC3)C2)cc1 (stereo not drawn),94,94,102,80,89,74,86,95
Cc1ccc(/C(=N\c2sc(-c3ccccc3)nc2-c2ccccc2)N(C)C2CCCCC2)cc1,101,105,111,100,108,100,99,96
CC1(CCc2ccccc2)NC(=O)N(CC(=O)Nc2c(F)cccc2F)C1=O (stereo not drawn),125,114,84,100,109,71,94,109
O=Cc1cccc[n+]1Cc1ccc2c(c1)OCO2,101,111,101,101,91,84,94,97
COc1ccc2c(c1)CCNC21C(=O)Nc2ccc(Cl)cc21 (stereo not drawn),96,90,109,95,94,91,100,94
Nc1[nH]c(=O)ncc1-c1ccc([N+](=O)[O-])cc1,107,95,74,104,101,103,104,111
COc1ccc(-c2nc(Br)cn3ccnc23)cc1,101,95,101,96,93,78,94,100
CC(=O)OCC1(C)OC(=O)N(CCc2ccccc2)C1=O (stereo not drawn),101,102,103,97,104,102,100,100
CC(C)C(C(=O)NCCN1CCOCC1)N1C(=O)/C(=C/c2ccc(Br)cc2)SC1=S (stereo not drawn),102,99,107,90,98,nt,92,94
COC(=O)Nc1nc2ccc(C(=O)c3cccs3)cc2[nH]1,-9.7*,10,12,23,17,33,30,37
O=c1cc(Cn2cc(CSc3nc4cc(Cl)ccc4o3)nn2)c2ccccc2o1,111,100,102,118,101,109,102,103
CCc1c(C)cc(C#N)c(=N)n1C(C)(C)C,141,108,98,108,113,119,104,274
N#Cc1ccc(-c2nn(-c3ccc(C(=O)O)cc3)cc2CNc2ccccc2)cc1,87,88,108,89,94,100,85,88
Cc1nc2ccccc2nc1SCc1nnc(Nc2ccc(Cl)cc2)o1,59,76,92,nt,88,86,84,69
CCOC(=O)c1nnn(-c2ccccc2)c1C1=CN(C)CCC1,98,95,96,96,102,90,108,92
COc1ccc(C(CC(=O)O)c2cc(OC)c(OC)c(OC)c2)cc1OC (stereo not drawn),107,103,102,100,99,91,99,108

# Gathered by group, the entries above with an aryl methoxy group.
SMILES,SF-295,SF-539,HCC-2998,PC-3,U251,SNB-75,SNB-19,SF-268
CCOC(=O)c1c(Nc2ncnc3cc(OC)c(OC)cc23)sc2c1CCCC2,103,98,98,85,103,88,100,97
COc1ccc(C2=NN(C(C)=O)C(c3c(C)nn(-c4ccccc4)c3N3CCOCC3)C2)cc1 (stereo not drawn),94,94,102,80,89,74,86,95
COc1ccc2c(c1)CCNC21C(=O)Nc2ccc(Cl)cc21 (stereo not drawn),96,90,109,95,94,91,100,94
COc1ccc(-c2nc(Br)cn3ccnc23)cc1,101,95,101,96,93,78,94,100
COc1ccc(C(CC(=O)O)c2cc(OC)c(OC)c(OC)c2)cc1OC (stereo not drawn),107,103,102,100,99,91,99,108

# More structures follow:
SMILES,SF-295,SF-539,HCC-2998,PC-3,U251,SNB-75,SNB-19,SF-268
c1cc2c3c(cccc3c1)-c1cnccc1-2,nt,108,105,108,100,110,103,114
CCCCC1CCc2cccc3c(SCC(=O)N(C)c4ccc(Cl)cc4)cc[n+]1c23 (stereo not drawn),106,110,114,106,108,109,97,113
CN1CCN(CC2C(=O)C3CCC2C3)CC1 (stereo not drawn),105,105,90,89,101,96,92,96
CC(C)(COC(=O)Nc1ccccc1)[N+](=O)[O-],104,98,101,95,104,91,102,103
CS(=O)(=O)c1nccc(-c2c(-c3ccc(F)c(OCCc4ccccc4)c3)nc3sccn23)n1,97,93,-46*,42,105,108,82,99
O=C(Cn1cnc2c(cc(-c3ccccc3)n2-c2ccncc2)c1=O)Nc1ccc(Cl)cc1,109,103,103,97,110,109,113,102
Cc1ccc(C(F)(F)F)cc1N1CCN(C(=O)[C@H]2C[C@H]2c2ccc(S(F)(F)(F)(F)F)cc2)CC1,91,78,87,38,78,73,73,75
CCCCCCCCCCCCCCCCCC1=NC(C)(C)CN1C(C)(C)CO,54,-45*,-100*,-1.0*,-100*,-1.9*,37,-85*
O=C1NC(=S)S/C1=C\c1ccc(Cl)cc1Cl,84,102,90,94,76,90,86,93
COc1ccc2nc(NC(=O)Cc3ccc4c(c3)OCCO4)sc2c1,118,101,120,104,98,85,107,102
Cc1nc2ccccc2n1C(=O)CN1CCOCC1,101,100,106,106,nt,72,97,101
CCC(C(=O)N1CCNC2=C(C(=O)N(C)C2(C)C)C1c1ccc(Cl)c(Cl)c1)c1ccccc1 (stereo not drawn),83,96,102,78,nt,88,90,94

# Gathered by group, the entries above with fluorine (four)
SMILES,SF-295,SF-539,HCC-2998,PC-3,U251,SNB-75,SNB-19,SF-268
Cc1ccc(C(OC(=O)C2CCc3cc(F)ccc3O2)C(=O)NC(C)(C)C)cc1 (stereo not drawn),84,84,103,68,54,64,63,72
CC1(CCc2ccccc2)NC(=O)N(CC(=O)Nc2c(F)cccc2F)C1=O (stereo not drawn),125,114,84,100,109,71,94,109
CS(=O)(=O)c1nccc(-c2c(-c3ccc(F)c(OCCc4ccccc4)c3)nc3sccn23)n1,97,93,-46*,42,105,108,82,99
Cc1ccc(C(F)(F)F)cc1N1CCN(C(=O)[C@H]2C[C@H]2c2ccc(S(F)(F)(F)(F)F)cc2)CC1,91,78,87,38,78,73,73,75

# Full records, quoted from the list. Order of values: SF-295	SF-539	HCC-2998	PC-3	U251	SNB-75	SNB-19	SF-268
# Profile of CCOC(=O)c1nnn(-c2ccccc2)c1C1=CN(C)CCC1 = 98	95	96	96	102	90	108	92
# Profile of CS(=O)(=O)c1nccc(-c2c(-c3ccc(F)c(OCCc4ccccc4)c3)nc3sccn23)n1 = 97	93	-46*	42	105	108	82	99
# Profile of Nc1nc(N)c2c(n1)NC(c1ccccc1)CC(c1cccc(Nc3ccncc3)c1)=N2 (stereo not drawn) = 96	93	81	73	80	68	97	71
# Profile of CCOC(=O)N1CCN(c2nc(Nc3cc(C)[nH]n3)c3ccccc3n2)CC1 = 37	47	69	57	nt	-21*	89	43
# Profile of Cc1c(CC(=O)O)c(=O)n(-c2ccccc2)n1C = 96	94	106	101	100	84	103	107

# (more compounds)
SMILES,SF-295,SF-539,HCC-2998,PC-3,U251,SNB-75,SNB-19,SF-268
Cc1nn(-c2ccccc2)c(N2CCCC2)c1/C=N/NC(=O)Cn1c(=O)sc2ccccc21,70,92,103,71,76,78,75,85
Cc1cc(Cl)cc2c1OCN(Cc1ccccc1)C2,104,108,107,93,100,98,121,106
CNc1nc2ccccc2n2c(-c3ccc(O)c(O)c3)cnc12,11,-43*,20,32,6.1*,-15*,28,5.1*
C[n+]1ccc(/C=C/c2ccc(Cl)c(Cl)c2)cc1,98,93,94,96,74,64,107,101
COc1ccc(NC(=O)c2sc3nc(C)c(C(=O)c4ccccc4)cc3c2N)cc1,103,102,103,97,100,107,91,104
CN(C)c1ccc(-c2nc3ccccc3s2)cc1,98,98,93,73,95,82,94,nt
N#Cc1ccc(OC(=O)Nc2ccc(F)cc2)cc1,95,95,113,98,99,98,102,102
O=c1oc(-c2ccccc2)c(-c2ccccc2)c2ccccc12,96,109&101,102&102,83&95,103&97,89&111,101&101,99&96
O=C(c1ccc(Cl)cc1)C1[C@H](c2ccccc2Cl)[C@@H](c2ccccc2)NC12C(=O)Nc1ccc(Cl)cc12 (stereo partly drawn),-86*,-78*,-86*,-25*,-73*,-16*,-28*,-37*
C=CC(=O)OCCCCCCCCCCCC,104,96,99,77,102,88,117,106
O=c1cc(C=NCc2nc(-c3ccccc3)cs2)c2cc(Cl)ccc2o1,86,81,86,62,83,92,99,88
Cc1ccc2cc(/C=C3\SC(=O)NC3=O)c(Cl)nc2c1,102,104,101,92,94,79,94,95
CC(CN1CCN(CCOCCO)CC1)CN1c2ccccc2Sc2ccc(Cl)cc21 (stereo not drawn),nt,79,40,44,59,70,100,64
COc1cccc(C(=O)N(c2ccc(OC(F)(F)F)cc2)C(C(=O)NC(C)(C)C)c2cc3c(C)cc(C)cc3nc2Cl)c1 (stereo not drawn),63,90,112,46,79,77,82,69
CCCC[n+]1ccc(SCC(=O)n2ccc3ccccc32)c2ccccc21,97,103,109,91,89,93,97,101
COc1cc(-c2c3c(nn2-c2ccc(N)cc2)CCc2cnoc2-3)cc(OC)c1OC,92,88,105,87,91,58,90,95
COC(=O)Cc1[nH]c(=O)[nH]c1C(N)=O,106,100,111,97,101,104,94,102
COC(=O)CC(=O)c1cccc([N+](=O)[O-])c1,99,97,97,105,101,92,105,105
CC(C)(C)c1ccc2ccccc2c1,98,93,109,96,104,92,110,98
CCN(c1ccc(Cl)cc1)c1nc(-c2ccc(Br)cc2)cs1,103,108,113,100,101,97,106,111
O=S(=O)(NCCNc1nccc(-c2c(-c3cccc(F)c3)nc3occn23)n1)c1cccc(F)c1,83,94,82,61,65,50,88,62
Cc1[nH]c(-c2cccc(O)c2)c2c1C(=O)CCCC2,74,72,90,nt,84,25,79,89
COc1ccc(-c2cc(-c3ccc(Nc4nc(Nc5ccccc5)nc(Nc5ccc(Cl)cc5)n4)cc3)nc(N)n2)cc1,64,77,-7.7*,nt,25,56,69,76
N#Cc1nnn(-c2ccc(Cl)cc2)c1N,96,95,99,101,102,nt,100,110
COc1ccc(-c2csc(NC(=O)c3ccc(OC)c(OC)c3)n2)cc1,83,93,109,97,nt,96,99,104
COc1cc(C)cc(C(O)Cc2cccc(-c3ccccc3NC(C)=O)n2)c1 (stereo not drawn),100,92,111,81,98,79,nt,97
Cc1[nH]c(C(=O)Nc2ccc(C(=O)NCC(N)=O)cc2OC(C)C)c(Cl)c1Cl,99,91,100,96,102,70,96,102
CC(/C=C1\N=C(c2ccccc2)OC1=O)=C\c1ccccc1,101,106,109,96,98,91,105,97
O=C1/C(=C/c2c[nH]c3ccccc23)Sc2ccc(F)cc21,101,94,98,87,98,81,95,103
CC1(C)CC(=O)C(C(c2ccc3c(c2)OCO3)C2C(=O)CC(C)(C)CC2=O)C(=O)C1,105,97,99,100,nt,92,100,111
C=C(C)[C@@H]1CC[C@]2(COC(C)=O)CC[C@]3(C)[C@H](CC[C@@H]4[C@@]5(C)CCCNC(C)(C)[C@@H]5CC[C@]43C)[C@@H]12,93,91,92,40,74,87,82,77
CCCCN[C@H]1CC[C@@]2(C)[C@@H](CC[C@@]3(C)[C@H]2[C@H](O)C[C@H]2/C(=C(\CCC=C(C)C)C(=O)O)[C@@H](OC(C)=O)C[C@@]23C)[C@@H]1C,100,100,107,84,90,88,99,95
